Gli-Sufu block – blocks Gli-Sufu signaling in a luciferase reporter | AID 588413 | Sufu-KO-LIGHT fibroblasts, Gli luciferase reporter luminescence | 340,000 tested, 0.74% active | inhibition, % at 5 µM;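 active = inhibition above about 55%, limit read from the data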;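 note: 0% = DMSO-treated cells and 100% = wells with medium but no cells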
UPR XBP1 act – activators of adaptive arm of unfolded protein response (XBP1). AID 463104. 330,000 tested, 0.33% active. CHO-XBP1 luciferase reporter, IRE1-XBP1 UPR activation, luminescence; percent of tunicamycin response, DMSO as zero. activation, % at 20 µM;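 active = versus positive control, 20 µM dose yields 30% or more activation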;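 note: 100% = tunicamycin at 10 µg/mL and 0% = DMSO only wells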
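Material: CHO cell line with stable XBP1 luciferase reporter; buffer or medium: F12 medium containing 10% fetal bovine serum; compound: single point, 20 µM final compound, 1% DMSO; incubation: 6 h treatment, 37 °C; measured by: glow luminescence from Steady-Glo reagent; evaluation: activation, % of tunicamycin; control set: tunicamycin high, DMSO low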
UPR CHOP act – activators of apoptotic arm of unfolded protein response (CHOP); 330,000 tested, 0.34% active; CHO-CHOP luciferase reporter, UPR activation, luminescence; percent of tunicamycin response over DMSO baseline; activation, % at 10 µM;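 active = at 10 µM dose, activation of 40% or more, normalized to positive control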;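 note: 100% = tunicamycin at 10 µg/mL and 0% = DMSO alone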
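Assay system: CHO cells with stable CHOP pathway luciferase reporter; Buffer or medium: F12 plus 10% serum; Times: 16-18 h cell attachment, then 6 h compound exposure, 37 °C; Signal: luciferase luminescence; Read-out basis: percent activation relative to tunicamycin control; Control set: tunicamycin high control, DMSO low control.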
Mdm2 MdmX PPI – inhibitors of human Mdm2/MdmX interaction; O15151+Q00987; SaOS-2 split-luciferase Mdm2/MdmX complementation, luminescence; inhibition, % at 8 µM; 330,000 tested, 3% active;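 active = inhibition of at least 50% at 8 µM in the primary screen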
Target sequence (O15151 whole entry, looked up): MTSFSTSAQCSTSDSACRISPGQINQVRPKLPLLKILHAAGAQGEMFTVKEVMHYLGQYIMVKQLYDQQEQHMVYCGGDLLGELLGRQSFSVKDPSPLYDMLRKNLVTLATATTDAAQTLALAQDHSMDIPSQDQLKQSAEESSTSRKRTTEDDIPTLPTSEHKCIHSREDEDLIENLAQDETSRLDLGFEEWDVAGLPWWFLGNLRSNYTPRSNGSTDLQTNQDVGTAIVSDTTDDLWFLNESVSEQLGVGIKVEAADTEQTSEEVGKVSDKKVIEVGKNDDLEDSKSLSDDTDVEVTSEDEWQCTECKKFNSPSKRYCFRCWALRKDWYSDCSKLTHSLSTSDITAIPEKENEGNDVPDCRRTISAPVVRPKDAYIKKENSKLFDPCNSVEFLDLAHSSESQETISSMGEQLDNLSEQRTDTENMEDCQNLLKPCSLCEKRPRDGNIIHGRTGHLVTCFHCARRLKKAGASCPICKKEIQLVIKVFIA
Target sequence (Q00987 whole entry, looked up): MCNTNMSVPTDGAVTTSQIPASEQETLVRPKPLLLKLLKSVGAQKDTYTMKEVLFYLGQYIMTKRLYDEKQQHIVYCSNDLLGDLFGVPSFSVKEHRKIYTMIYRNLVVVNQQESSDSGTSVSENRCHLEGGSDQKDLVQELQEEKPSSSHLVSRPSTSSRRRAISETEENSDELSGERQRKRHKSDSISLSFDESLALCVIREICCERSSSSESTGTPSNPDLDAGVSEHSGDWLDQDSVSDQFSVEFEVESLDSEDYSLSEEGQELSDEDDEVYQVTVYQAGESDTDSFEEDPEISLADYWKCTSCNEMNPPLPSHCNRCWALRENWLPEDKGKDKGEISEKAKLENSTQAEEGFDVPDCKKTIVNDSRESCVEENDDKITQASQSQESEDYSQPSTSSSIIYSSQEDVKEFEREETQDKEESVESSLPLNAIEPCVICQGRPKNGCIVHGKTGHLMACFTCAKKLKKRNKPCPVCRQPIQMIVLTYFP
EBI2 block – antagonists of human EBI2 receptor; P32249; EBI2 beta-arrestin recruitment, luminescence, 7a,25-OHC stimulated; inhibition, % at 5 µM; 360,000 tested, 0.81% active; AID 651636; in the data active = inhibition above about 38%;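 note: enzyme fragment complementation signal reports receptor beta-arrestin coupling in cells; 0% = agonist plus DMSO wells and 100% = wells without agonist; some results beyond the cut were filed as inactive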
Jurkat NFkB inh – lowers PMA/ionomycin-induced NF-kB signal in Jurkat cells; PMA/ionomycin-induced NF-kB luciferase reporter, luminescence; inhibition, % at 4 µM; 330,000 tested, 0.53% active; in the data active = inhibition above about 50%
CCR6 antag – CCR6 (human) receptor antagonism. P51684. CHO-K1 CCR6 PathHunter beta-arrestin, luminescence, CCL20-stimulated. inhibition, % at 20 µM. 340,000 tested, 0.49% active. AID 493098;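 active = compounds whose inhibition of the agonist-driven luminescence signal at 20 µM reaches about 50%, limit read from the data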;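 note: cells stimulated with CCL20 at 14 nM final; plate controls were DMSO with CCL20 for no effect and DMSO without agonist for full effect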
697 NFkB inh – lowers PMA/ionomycin-induced NF-kB signal in 697 B cells | 697 B-cell NF-kB luciferase reporter, 16 h | inhibition, % at 4 µM | 330,000 tested, 0.33% active; in the data active = inhibition above about 35%
CXCR6 block – CXCR6 (human) receptor inhibition | O00574 | 360,000 tested, 0.36% active | inhibition, % at 20 µM | CHO-K1 PathHunter CXCR6 beta-arrestin, luminescence; in the data active = inhibition above about 34%, passing the limit was not always enough;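 note: antagonist mode with CXCL16 agonist at 10 nM final; 0% = 10 nM CXCL16 with DMSO and 100% = unstimulated wells without agonist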
* marks the source's active call; other numbers are inactive results; / = not tested or not shown.

SMILES | Gli-Sufu block | UPR XBP1 act | UPR CHOP act | Mdm2 MdmX PPI | EBI2 block | Jurkat NFkB inh | CCR6 antag | 697 NFkB inh | CXCR6 block
COC(=O)c1cccc(NC(=O)c2cc3ccccc3o2)c1 | -87 | -2 | 4.4 | -79 | 44* | -28 | 19 | -86 | 1
COc1ccccc1N/C=C(\C#N)c1nc2ccccc2[nH]1 | -14 | 1 | 3.3 | -3 | 9 | -34 | -1 | -24 | 2
NC(=O)CC(NC(=O)c1ccccc1)c1ccc(NC2CCCCC2)c([N+](=O)[O-])c1 (configuration not stated) | 42 | 3 | 2.0 | 7 | 7 | 0 | 33 | -39 | 13
CCc1nc2ccc(C(=O)N3CCN(CC)CC3)cc2nc1CC | 9 | 0 | -0.4 | -1 | -22 | -9 | 1 | 2 | -1
O=C(Nc1ccc(N2CCCCC2)cc1)c1ccc(F)cc1 | -80 | -1 | 3.4 | -69 | 3 | -167 | -5 | -158 | -8
CCN(C(=O)COC(=O)c1cccn1C)C1CCS(=O)(=O)C1 (configuration not stated) | 3 | -4 | 1.1 | 8 | -13 | -19 | 5 | 13 | -1
Cc1ccc(/C=N/NC(=O)c2nnn(-c3nonc3N)c2CSc2ccccc2)o1 | -8 | -3 | 1.7 | 9 | -5 | 2 | 11 | -21 | 0
CCC(C)CCN1C(Nc2ccccc2)=NC[C@@H]1CC(C)C (some centres not stated) | 13 | 1 | -0.6 | -8 | -3 | 13 | 3 | 11 | -11
O=C(CN1CCCCCC1)Nc1ccc([N+](=O)[O-])cc1Br | 8 | -1 | 0.9 | 7 | -4 | -7 | 18 | -3 | -12
N#C/C(=C/c1ccccc1[N+](=O)[O-])c1nc(C2CC2)cs1 | 9 | 3 | 1.9 | -5 | -12 | -20 | 14 | -19 | -5

Look-ups from the results shown:
Cc1ccc(/C=N/NC(=O)c2nnn(-c3nonc3N)c2CSc2ccccc2)o1 – CCR6 antag = 11
O=C(Nc1ccc(N2CCCCC2)cc1)c1ccc(F)cc1 – CXCR6 block = -8
COC(=O)c1cccc(NC(=O)c2cc3ccccc3o2)c1 – UPR XBP1 act = -2

New compounds follow:
SMILES | Gli-Sufu block | UPR XBP1 act | UPR CHOP act | Mdm2 MdmX PPI | EBI2 block | Jurkat NFkB inh | CCR6 antag | 697 NFkB inh | CXCR6 block
COc1cccc(CNC(=O)CCCn2nc(C)c3c(C)n(-c4ccccc4)nc3c2=O)c1 | 16 | -3 | -0.3 | 30 | -2 | 0 | 0 | 5 | -9
CCOC(=O)N1CCC(NC(=O)c2ccc(OC)c(CN3CC(=O)N4CCCC4C3=O)c2)CC1 (configuration not stated) | 3 | 0 | -0.4 | -8 | 4 | 16 | -1 | 7 | 0
O=C(CSc1nc2ccc([N+](=O)[O-])cc2[nH]1)NCCc1ccccc1 | 7 | 0 | 0.5 | 8 | 0 | 14 | 17 | 21 | 7
Cc1nc(-c2ccccc2)nc2[nH]c(C(C)C)cc(=O)c12 | 7 | 4 | -0.7 | 20 | -22 | 5 | 1 | -7 | -5
O=C(O)CCCn1cc(NC(=O)c2cc(F)c(F)cc2Cl)cn1 | -5 | -2 | 0.5 | 4 | -2 | 5 | -13 | 11 | 11
COc1ccc(OC)c(-n2c(-c3cccc(C)c3)n[nH]c2=S)c1 | -6 | 1 | 12 | 11 | 5 | -6 | 1 | -4 | 10
CC(c1ccccc1)C1C(C#N)=C(N)OC2=C1C(=O)CCC2 (configuration not stated) | 3 | 0 | 2.6 | -7 | -7 | 4 | 0 | 11 | 0
Cc1csc(/C(=N/OC(=O)c2ccco2)C(N)=O)n1 | 2 | -3 | 1.3 | 15 | 0 | 4 | 11 | 23 | 1
COC(=O)[C@H](Cc1ccccc1)NC(=O)Nc1ccc(C)cc1 | 18 | 1 | 0.8 | -6 | -4 | 7 | -7 | 15 | 8
COc1ccc(C(=O)NCC(C)(c2ccccc2)c2ccccc2)cc1S(=O)(=O)N1CCOCC1 | 2 | / | / | / | 3 | / | 20 | / | -2
Cc1cc(C)c(C#N)c(SCC(=O)N(C)C2CCCCC2)n1 | 9 | 0 | 0.9 | 7 | -3 | -3 | 4 | -6 | 3
Cn1cccc1C(=O)NS(=O)(=O)c1ccccc1Cl | -7 | 1 | -0.9 | -6 | -8 | -6 | -4 | 19 | -6
O=[N+]([O-])c1ccc(S(=O)(=O)NCC2COc3ccccc3O2)cc1 (configuration not stated) | -18 | 0 | -1.9 | 14 | -5 | 10 | -8 | -14 | -7
CC1CCN(C(=O)Cn2cc(C(=O)C3CC3)c3ccccc32)CC1 | -10 | 2 | 2.0 | -4 | 2 | 2 | 3 | 9 | 1
COc1cc(-c2nc3ccccn3c2/N=C/c2ccccc2)ccc1O | -36 | 3 | 3.0 | 3 | -14 | -27 | -7 | -41 | 11
CCOCCCNC(=O)CN1CCN(c2ccc(F)cc2)CC1 | -1 | -4 | -1.8 | 0 | -10 | 17 | -1 | 21 | -5
CCCCc1cc(=O)oc2c(C)c(OCC(=O)NCCN3CCOCC3)ccc12 | 2 | -7 | 0.6 | 23 | -8 | 4 | 14 | -27 | -2
O=C(CSc1nc(N2CCOCC2)nc(N2CCOCC2)n1)Nc1ccccc1F | -2 | -1 | 0.1 | 25 | -4 | 1 | 25 | -19 | 5
CCOC(=O)NC(Nc1sc2c(c1C(N)=O)CCCC2)(C(=O)OCC)C(F)(F)F (configuration not stated) | 1 | -2 | -1.3 | -28 | 4 | -5 | 6 | 3 | 4
O=C(NCC(c1cccs1)N1CCOCC1)C1CCN(S(=O)(=O)c2c(Cl)cccc2Cl)CC1 (configuration not stated) | 1 | 7 | 0.8 | 13 | -9 | 11 | 9 | 14 | -7
O=C(N/N=C/c1ccncc1)c1cc2ccccc2o1 | -13 | 3 | -0.3 | -39 | -8 | -8 | 2 | -1 | 0
Cc1cc(C(C)(C)C)ccc1OCCCCN1CCCC1 | -2 | 2 | 1.0 | 19 | -3 | -8 | 0 | -18 | 3
Cc1ccc(CNC(=O)CNC(=O)c2ccc(C(C)(C)C)cc2)n1C | -9 | -2 | -0.7 | 17 | 7 | -11 | -5 | 10 | 7
O=C(N/N=C/c1cccc(F)c1)NC1CCCCC1 | -30 | 1 | 1.5 | -20 | -2 | -24 | 4 | -40 | -6
CCOC(=O)Cn1nc(-c2ccc(C)cc2)ccc1=O | -10 | 3 | 0.7 | -24 | 0 | -10 | -2 | 7 | -10
CCOC(=O)Nc1c(C(=O)OC)[nH]c2cc(OC)ccc12 | -8 | 1 | -2.8 | 32 | -1 | 46 | 3 | 4 | -6
CN(C)C(CNC(=O)CN1C(=O)NC2(CCCC2)C1=O)c1ccccc1 (configuration not stated) | -4 | 0 | -0.1 | 8 | -1 | 3 | 7 | 9 | 0
O=C(CC(C(=O)N1CCc2ccccc21)n1ccnc1)NCc1cccnc1 (configuration not stated) | 32 | -1 | -3.0 | 2 | 1 | -5 | -7 | 2 | 3
COc1cc(/C=N/NC(=O)CC#N)ccc1Oc1nc(Cl)ncc1F | -38 | -7 | 4.0 | 21 | -38 | 12 | 0 | 6 | 10
CCN1C(=O)C2(C(C#N)=C(N)Oc3n[nH]c(C(C)C)c32)c2ccccc21 (configuration not stated) | 9 | -1 | -2.0 | 6 | -5 | -7 | -11 | 11 | 8
Cc1cccc(NC(=O)N2CCC(NC(=O)c3ccccc3C)CC2)c1 | 4 | 3 | 2.4 | -16 | 1 | 1 | -6 | -3 | 5
Cc1ccc(S(=O)(=O)N2CCCC(C(=O)NCc3ccccn3)C2)cc1 (configuration not stated) | 7 | -1 | 0.0 | -4 | -7 | 2 | -6 | -4 | -5
Cc1ccc(NC(=S)N(CCN(C)C)Cc2cccs2)c(C)c1 | 8 | -2 | 0.7 | -13 | -4 | -4 | 9 | -5 | -4
COC(=O)c1ccc(Cl)c(NS(=O)(=O)c2ccc3c(c2)OCCO3)c1 | 27 | -1 | -0.8 | 53* | -2 | 12 | -6 | -64 | 10
O=C(OCC(=O)N1CCN(S(=O)(=O)c2ccc(Cl)cc2)CC1)c1ccc([N+](=O)[O-])o1 | -7 | 6 | 3.2 | 26 | -5 | -5 | -9 | 6 | -10
O=C(NCc1ccc(Cl)cc1)C(=O)NCC1OCCCN1S(=O)(=O)c1cccs1 (configuration not stated) | -5 | -2 | 4.6 | 2 | 15 | 7 | 22 | 4 | -5
CN(Cc1ccon1)Cc1cn(Cc2ccccc2)nc1-c1ccc2c(c1)OCO2 | 5 | 0 | -2.2 | 7 | -9 | -1 | -5 | -12 | 0
COc1ccc(N2CCN(CCCNC(=O)CN3CCN(Cc4ccccc4C)C3=O)CC2)cc1 | -8 | -2 | -2.3 | 4 | -3 | 9 | -15 | -6 | -10
CCOC(=O)c1c(-c2ccc(OC)cc2)csc1NC(=O)CSc1ncnc2sccc12 | 10 | -1 | -2.9 | 3 | 16 | 11 | 9 | 17 | 2
O=C(O)C1CC(O)CN1S(=O)(=O)c1ccc2ccccc2c1 (configuration not stated) | -1 | -1 | -1.2 | 9 | -11 | -14 | -6 | -7 | 0

Ordered by molar mass (lowest first): some entries from above.
SMILES | Gli-Sufu block | UPR XBP1 act | UPR CHOP act | Mdm2 MdmX PPI | EBI2 block | Jurkat NFkB inh | CCR6 antag | 697 NFkB inh | CXCR6 block
Cc1cccc(NC(=O)N2CCC(NC(=O)c3ccccc3C)CC2)c1 | 4 | 3 | 2.4 | -16 | 1 | 1 | -6 | -3 | 5
COC(=O)c1ccc(Cl)c(NS(=O)(=O)c2ccc3c(c2)OCCO3)c1 | 27 | -1 | -0.8 | 53* | -2 | 12 | -6 | -64 | 10
CCOC(=O)c1c(-c2ccc(OC)cc2)csc1NC(=O)CSc1ncnc2sccc12 | 10 | -1 | -2.9 | 3 | 16 | 11 | 9 | 17 | 2

The results go on:
SMILES | Gli-Sufu block | UPR XBP1 act | UPR CHOP act | Mdm2 MdmX PPI | EBI2 block | Jurkat NFkB inh | CCR6 antag | 697 NFkB inh | CXCR6 block
CC1CCN(C(=O)CN2C(=O)C(C)(C)Oc3ccc(C(=O)NC(C)C)cc32)CC1 | -21 | 6 | 0.1 | -15 | -5 | 0 | -7 | 12 | -7
Cc1cc(C)c2c3c(sc2n1)C(=O)N(Cc1ccccc1)CC(=O)N3 | 5 | 0 | -1.5 | -20 | -3 | 1 | 12 | 22 | -2
O=C(Nc1ccc2[nH]ccc2c1)c1ccccc1 | -79 | -3 | 3.1 | -37 | -9 | -92 | 6 | -141 | 6
COc1ccc(CNS(=O)(=O)c2ccc3c(c2)CCN3C(=O)C2CC2)cc1 | -13 | 1 | -0.2 | 1 | 6 | 18 | 20 | 5 | 4
COc1ccc(CNC(=O)C/C(C)=N/NC(=O)COc2ccc(Br)cc2)cc1 | 21 | 2 | 0.3 | -19 | 26 | -9 | 0 | -20 | 1
Cn1c(N)c(C#N)c2c(c1=S)CSC(C)(C)C2 | 11 | -2 | 1.0 | 7 | -8 | 2 | 14 | -2 | -8
Cc1cc(C)c2nc(NC(=O)c3ccc(OCC4CCCO4)cc3)sc2c1 (configuration not stated) | 13 | 4 | 3.0 | -24 | 23 | -6 | -1 | 34 | -6
CCn1nnc2cc(C(=O)Nc3cccc(S(=O)(=O)N(C)C)c3)ccc21 | -2 | -2 | 1.7 | 26 | -10 | 4 | -4 | 19 | 3
CCCNS(=O)(=O)c1cc2c(cc1Br)CCN2C(=O)CC | -1 | / | / | / | -6 | / | 8 | / | -2
Cc1[nH]nc(N=CC2=C(O)CC(c3ccco3)CC2=O)c1-c1ccc(Cl)cc1 (configuration not stated) | 3 | 7 | 23 | -13 | 23 | -1 | -17 | -1 | 7
